JMJD2C inh = inhibitors of human GASC-1 (JMJD2C) demethylase | Q9H3R0 | GST-JMJD2C(1-420) H3K9me3 demethylation, DELFIA europium | inhibition, % at 2.35 µM | 330,000 compounds, 0.069% hits | AID 2099;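 active = more than half of a compound's replicate wells show inhibition beyond 50%, single wells judged on their own value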;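 note: signal counts dimethyl H3K9 product captured on neutravidin plate; 0% = median of DMSO wells and 100% = 0.3 times that DMSO median; strong numbers were not always called active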
EBNA-1 inhibitor = blocks EBNA-1 binding to DNA | EBNA-1 DNA binding, fluorescence polarization | inhibition, % at 14.8 µM | 300,000 compounds, 0.34% hits | AID 1950; in the data active = inhibition above about 28%
Yeast superoxide = yeast age-related superoxide inhibition as caloric restriction mimetic | S. cerevisiae aged cells, superoxide DHE fluorescence; active compounds read low | superoxide response (% of plate mean), % at 10 µM | 330,000 compounds, 0.18% hits;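 active = superoxide response under a set limit, about three screen SD below normal, cut at about 65% in these data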;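 note: yeast aged for seven days with compound at 30 °C before DHE staining; 100% = average MFI of all compound-treated wells on the plate with controls excluded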
PP1 inh = counter-screen for PP5 inhibitors: inhibitors of human PP1-alpha. purified PP1alpha, OMFP fluorescence. inhibition, % at 6.7 µM. 320,000 compounds, 0.9% hits;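 active = inhibition above the mean inhibition of all tested compounds plus 3 SD, computed separately for each screening campaign, cut at about 15% in these data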
Target sequence (P62136 whole entry, looked up): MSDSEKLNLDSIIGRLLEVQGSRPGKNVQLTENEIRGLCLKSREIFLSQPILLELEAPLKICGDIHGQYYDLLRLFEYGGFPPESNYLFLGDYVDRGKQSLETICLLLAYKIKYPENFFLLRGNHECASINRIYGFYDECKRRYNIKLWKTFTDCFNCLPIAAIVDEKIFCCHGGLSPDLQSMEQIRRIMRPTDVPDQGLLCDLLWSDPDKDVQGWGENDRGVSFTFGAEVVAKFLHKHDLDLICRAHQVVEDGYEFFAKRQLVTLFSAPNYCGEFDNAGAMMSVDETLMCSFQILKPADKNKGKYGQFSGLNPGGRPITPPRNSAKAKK
ZTA DNA inh = blocks Epstein-Barr virus ZTA, an EBNA-1 counter-screen; P03206; ZTA-DNA binding, fluorescence polarization; inhibition, % at 11 µM; 320,000 compounds, 0.15% hits; AID 2234; in the data active = inhibition above about 33%
Target sequence (P03206 whole entry, looked up): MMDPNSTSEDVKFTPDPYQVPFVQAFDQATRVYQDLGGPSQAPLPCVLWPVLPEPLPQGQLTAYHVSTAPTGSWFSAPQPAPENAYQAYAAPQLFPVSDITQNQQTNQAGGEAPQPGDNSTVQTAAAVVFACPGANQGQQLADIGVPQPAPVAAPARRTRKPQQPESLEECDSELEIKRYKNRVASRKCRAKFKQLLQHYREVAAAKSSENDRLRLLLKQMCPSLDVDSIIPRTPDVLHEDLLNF
Fh CTSL1 inh = cathepsin L1 inhibition, PFM18AAP counter-screen; recombinant F. hepatica cathepsin L1, Z-Leu-Arg-MCA fluorescence; inhibition, % at 5.96 µM; 300,000 compounds, 0.49% hits; AID 1906;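 active = inhibition above the mean of all tested compounds plus 3 SD, set per screening campaign, cut at about 17% in these data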;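 note: 0% = plate median of test compound wells and 100% = 1 µM Z-Phe-Ala-diazomethylketone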
PP5 inh = blocks human protein phosphatase 5 activity; P53041; inhibition, % at 6.7 µM; AID 1987; 320,000 compounds, 0.18% hits; purified PP5c, OMFP substrate fluorescence;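 active = inhibition above the campaign's mean inhibition across all tested compounds plus 3 SD, cut at about 9.5% in these data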;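 note: 0% = DMSO only and 100% = 100 µM cantharidin control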
Target sequence (P53041 whole entry, looked up): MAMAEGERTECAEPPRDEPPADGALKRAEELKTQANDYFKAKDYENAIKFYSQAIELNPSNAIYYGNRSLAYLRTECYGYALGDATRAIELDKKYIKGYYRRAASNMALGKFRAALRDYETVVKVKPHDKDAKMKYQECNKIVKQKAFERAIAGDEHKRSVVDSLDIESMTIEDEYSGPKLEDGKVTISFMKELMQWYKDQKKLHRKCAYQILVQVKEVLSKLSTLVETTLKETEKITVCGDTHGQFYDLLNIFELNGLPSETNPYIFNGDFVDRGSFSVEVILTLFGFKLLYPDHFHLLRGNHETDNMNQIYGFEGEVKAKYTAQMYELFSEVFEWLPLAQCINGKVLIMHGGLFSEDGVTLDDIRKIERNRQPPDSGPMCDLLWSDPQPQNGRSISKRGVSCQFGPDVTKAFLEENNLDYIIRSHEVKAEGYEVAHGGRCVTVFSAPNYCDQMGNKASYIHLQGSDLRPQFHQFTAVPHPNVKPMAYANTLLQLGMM
HCV core dimer = blocks dimerization of HCV core protein; TR-FRET GST/Flag-core106 dimerization, 1536-well; inhibition, % at 5 µM; 300,000 compounds, 0.33% hits;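 active = inhibition above the mean of all tested compounds plus 3 SD, set per screening campaign, cut at about 45% in these data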
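Material: Tagged HCV core106 pair (GST and Flag) | Amount: GST-core106 13.5 nM, Flag-core106 17 nM | Medium: KF-containing HEPES buffer, pH 7.45, DTT, CHAPS, BSA | Reagent: Eu donor and XL665 acceptor anti-tag antibodies | Schedule: 4 h at 22.5 °C | Technique: Time-resolved FRET, ex 340 nm, em 617 and 671 nm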
TPT1 inhibitor = blocks Candida albicans tRNA 2'-phosphotransferase; recombinant caTPT1, FP RNA substrate dephosphorylation; inhibition, % at 5 µM; 300,000 compounds, 0.81% hits;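 active = inhibition above the mean of all tested compounds plus 3 SD, set per screening campaign, cut at about 24% in these data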;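 note: plate controls were DMSO alone for no effect and ferristatin control at 100 nM for full effect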
* marks the source's active call; other numbers are inactive results; · = not tested or not shown.

SMILES	JMJD2C inh	EBNA-1 inhibitor	Yeast superoxide	PP1 inh	ZTA DNA inh	Fh CTSL1 inh	PP5 inh	HCV core dimer	TPT1 inhibitor
Cc1ccc(C(=O)c2sc3nc4c(cc3c2N)CCC4)cc1	17	-4	110	1	-2	-1	1.5	-6	-6
COc1ccc(CNC(=O)CCS(=O)(=O)c2ccc(Br)cc2)cc1	-1	-4	99	0	-19	0	1.7	-9	-2
COc1cc(CCC(=O)Nc2cccc(S(=O)(=O)N(C)C)c2)cc(OC)c1OC	-2	-2	94	-1	4	0	-0.5	-2	2
CN(C(=O)COc1ccccc1C(=O)NCCOc1ccccc1)c1ccccc1	0	2	93	2	7	-3	2.8	7	0
CN(C)c1cccc2c1c(NC(=O)Nc1ccc(Cl)cc1Cl)nn2C	-5	7	89	-3	-3	-5	4.4	-4	-1
NC(=O)N/N=C/c1coc2ccc(O)cc2c1=O	-2	-4	109	-3	-1	6	0.5	-2	-2
CNC(=S)N(Cc1ccc(OC)cc1)C1CC(=O)N(c2ccc(Cl)cc2)C1=O (centres undefined)	-77	0	86	1	-11	-2	3.1	-3	-2
Cc1nc(Cl)sc1C(=O)Nc1cccc(Cl)c1C	1	-1	98	-2	4	3	0.1	-3	4
CC1(C)CC(NC(=O)CC2CCCCC2)CC(C)(C)N1	-22	-15	108	0	-20	1	2.0	-1	1
O=C(O)CCCC[C@@H]1SC[C@@H]2NC(=O)N[C@@H]21	96*	9	95	-1	5	-1	2.6	-4	-8

Exported with values under each structure: entries from further up
Below each SMILES – JMJD2C inh, EBNA-1 inhibitor, Yeast superoxide, PP1 inh, ZTA DNA inh, Fh CTSL1 inh, PP5 inh, HCV core dimer, TPT1 inhibitor
> CN(C(=O)COc1ccccc1C(=O)NCCOc1ccccc1)c1ccccc1
 : 0, 2, 93, 2, 7, -3, 2.8, 7, 0
> CN(C)c1cccc2c1c(NC(=O)Nc1ccc(Cl)cc1Cl)nn2C
 : -5, 7, 89, -3, -3, -5, 4.4, -4, -1

(next part)
SMILES	JMJD2C inh	EBNA-1 inhibitor	Yeast superoxide	PP1 inh	ZTA DNA inh	Fh CTSL1 inh	PP5 inh	HCV core dimer	TPT1 inhibitor
CCOCCCNC(=O)CN1CCN(S(=O)(=O)c2ccc3c(c2)CCC3)CC1	-4	·	112	-6	-2	·	-2.6	·	·
Cc1cc(C)cc(NC(=O)C(=O)NCCCN2CCOCC2)c1	-5	11	82	2	-1	-4	2.3	3	-3
Cc1cccc(C(=O)NC2CCN(S(=O)(=O)c3ccc(F)cc3)CC2)c1	5	-7	100	2	-11	-1	0.6	2	2
CCO[C@H]1OC(C(=O)NCc2ccccc2)=C[C@@H](C2CCCCC2)[C@@H]1CCCO	-1	2	98	3	-3	6	1.4	-2	0
Cc1ccccc1NC(=O)c1cc(S(=O)(=O)N2CCOCC2)cs1	3	5	119	-2	13	2	0.9	3	-4
Cc1ccc2oc(C(=O)Nc3cc(C)on3)c(C)c2c1	3	·	104	1	-18	·	1.3	·	·
COc1cccc(-n2c([S-])c(C(=O)Nc3ccc(C(F)(F)F)cc3)[n+]3ccccc23)c1	-5	8	110	-4	-5	-3	0.2	26	-1
COc1ccc(CSc2nnc(C)n2N)cc1Br	26	7	102	-4	-15	0	1.5	-7	-6
CCCCC1=CC2=C(c3ccco3)C(=O)C(C)(OC(=O)c3ccc(OC)cc3)C(=O)C2=CN1CCCN(CC)CC (centres undefined)	-4	10	105	7	-15	2	1.4	11	-8
O=C1/C(=C/c2cccc([N+](=O)[O-])c2)CSc2ccc(Cl)cc21	17	5	74	1	15	0	-0.9	5	-3

4 successive records out of the list so far, for reference:
SMILES	JMJD2C inh	EBNA-1 inhibitor	Yeast superoxide	PP1 inh	ZTA DNA inh	Fh CTSL1 inh	PP5 inh	HCV core dimer	TPT1 inhibitor
CCO[C@H]1OC(C(=O)NCc2ccccc2)=C[C@@H](C2CCCCC2)[C@@H]1CCCO	-1	2	98	3	-3	6	1.4	-2	0
Cc1ccccc1NC(=O)c1cc(S(=O)(=O)N2CCOCC2)cs1	3	5	119	-2	13	2	0.9	3	-4
Cc1ccc2oc(C(=O)Nc3cc(C)on3)c(C)c2c1	3	·	104	1	-18	·	1.3	·	·
COc1cccc(-n2c([S-])c(C(=O)Nc3ccc(C(F)(F)F)cc3)[n+]3ccccc23)c1	-5	8	110	-4	-5	-3	0.2	26	-1

Next part:
SMILES	JMJD2C inh	EBNA-1 inhibitor	Yeast superoxide	PP1 inh	ZTA DNA inh	Fh CTSL1 inh	PP5 inh	HCV core dimer	TPT1 inhibitor
COCCn1nnnc1C(C(C)C)N(Cc1cccnc1)Cc1cc2cc(OC)ccc2[nH]c1=O (centres undefined)	-11	5	98	-7	-2	1	3.4	-1	-4
COC(=O)c1ccc(NC(=O)CNS(=O)(=O)c2cccs2)cc1	2	7	104	-4	-7	-2	3.0	-2	1
COc1ccccc1N(CC(=O)N/N=C/c1c(O)ccc2ccccc12)S(C)(=O)=O	10	1	110	-3	7	-1	2.5	-2	3
Cn1c(NC(=O)c2cc(Br)ccc2Cl)cc(=O)n(C)c1=O	8	3	101	-4	1	0	-2.8	16	2
COc1cc(/C=N/NC(=O)Cc2ccccc2)ccc1Oc1ccc([N+](=O)[O-])cc1[N+](=O)[O-]	8	1	103	1	2	5	3.1	3	1
O=C(O)CCCNC(=O)c1nn(Cc2ccccc2)c(=O)c2ccccc12	-13	1	95	-2	9	6	-1.5	3	0
Cc1ccc(S(=O)(=O)c2c(C)c(C)c(C)[nH]c2=O)cc1	-45	2	98	-1	15	-2	0.0	-6	-1
CC(C(=O)c1c[nH]c(C(=O)N=CN(C)C)c1)c1ncc(C(F)(F)F)cc1Cl (centres undefined)	16	-4	92	-3	-1	2	-0.9	1	-2
CN(C)c1ccc(C(=O)N/N=C/c2ccccn2)cc1	6	13	94	-4	12	0	-0.5	-1	-2
CCCCCOc1ccc(CSc2ncn[nH]2)cc1	-6	-12	101	-4	-5	-1	4.0	-3	-2
COc1ccc(-c2cn[nH]c2-c2ccc(OCc3ccccc3F)cc2O)cc1OC	-17	-4	103	-2	10	3	2.3	-1	1
COc1cc(CC(=O)NCC(C)(C)N2CCOCC2)cc(OC)c1OC	9	-1	94	0	-3	2	0.3	-18	-3
COc1ccc(C(=O)CN2CCN(c3cc(C)nc4ccccc34)CC2)cc1	1	-4	92	-3	-17	0	-1.8	-5	-2
Cc1ccc(-c2csc(NC(=O)Cc3ccc(F)cc3)n2)o1	25	-9	114	-3	-10	-1	4.3	11	0
O=C(O)c1ccc(COCC(F)(F)F)cc1	-2	5	83	-1	-5	0	1.0	4	-1
O=C1CC(/C=C/c2ccc([N+](=O)[O-])cc2)=Nc2ccccc2N1	-4	-3	73	3	-2	-2	4.7	5	0
COc1ccc(Cl)cc1NS(=O)(=O)c1ccc2c(c1)NC(=O)CCS2	-6	-20	128	-6	0	-11	0.1	3	2
O=C(CSc1nc(O)cc(=O)[nH]1)N1c2ccccc2Sc2ccccc21	5	0	92	2	-7	3	4.2	-7	0
COc1cc(C2CC(=O)C=C(O)C2)cc(OC)c1OC (centres undefined)	7	-2	97	-1	1	3	-0.6	5	4
CSc1ccccc1C(=O)C1CCCN(Cc2cnn(-c3ccccc3)c2)C1 (centres undefined)	-15	2	90	2	14	4	0.3	-5	-2
O=C(COC(=O)c1cccc(S(=O)(=O)N2CCc3ccccc32)c1)Nc1ncc(Cl)cc1Cl	0	-2	101	-1	-8	-5	1.1	22	2
COc1ccc(C2NN=C(c3c[nH]c4ccccc34)C2O)cc1 (centres undefined)	-18	0	99	0	-4	6	0.8	5	73*
S=C1NC2=C(CCC/C2=C\c2ccc(Cl)cc2)C(c2ccc(Cl)cc2)N1 (centres undefined)	-5	4	90	8	7	-3	-0.2	16	-2
CC(OC(=O)CN1C(=O)c2ccccc2C1=O)C(=O)NC1CCCCC1C (centres undefined)	0	10	87	-5	17	4	-3.2	1	0
CCOC(=O)c1ccc2[nH]c3c(c2c1)CCCCC3=O	1	-2	93	-1	-3	4	2.3	-7	-4
CSc1nc(C)cc(Oc2ccccc2)n1	-4	10	105	2	3	-2	0.5	3	1
Cc1nc(CN(C)C(=O)CC2C(=O)NCCN2Cc2ccc(F)cc2)cs1 (centres undefined)	-15	11	95	0	5	6	3.5	10	-3
CCn1c(SCC(=O)N2CCN(c3ccc(F)cc3)CC2)nc2ccccc2c1=O	1	3	91	-2	12	1	-0.7	-7	0
CCOc1nc2c(c(=O)n(C)c(=O)n2C)n1Cc1ccccc1Cl	5	9	97	2	10	0	-1.2	0	2
COc1ccccc1CNC(=O)Cn1cc(Br)ccc1=O	0	-9	90	0	13	2	4.2	-2	-1

As entered above.
Under JMJD2C inh, Cc1ccc2oc(C(=O)Nc3cc(C)on3)c(C)c2c1 reads 3
Under PP5 inh, O=C(CSc1nc(O)cc(=O)[nH]1)N1c2ccccc2Sc2ccccc21 reads 4.2
Under PP5 inh, O=C(O)CCCC[C@@H]1SC[C@@H]2NC(=O)N[C@@H]21 reads 2.6
Under EBNA-1 inhibitor, COc1cc(C2CC(=O)C=C(O)C2)cc(OC)c1OC (centres undefined) reads -2
Under ZTA DNA inh, CN(C)c1cccc2c1c(NC(=O)Nc1ccc(Cl)cc1Cl)nn2C reads -3

(further entries)
SMILES	JMJD2C inh	EBNA-1 inhibitor	Yeast superoxide	PP1 inh	ZTA DNA inh	Fh CTSL1 inh	PP5 inh	HCV core dimer	TPT1 inhibitor
Cc1ccc(CNC(=O)C(NS(=O)(=O)c2cccc3nsnc23)C(C)C)cc1 (centres undefined)	9	18	91	-4	7	4	-0.5	5	0
CC(C)Cc1cc(C(=O)O)c2ccccc2n1	-6	-12	107	0	1	2	1.4	5	-2
CCOC(=O)N1CCN(S(=O)(=O)c2ccc3c(c2)CCN3C(=O)C2CC2)CC1	43	2	95	2	-7	2	-2.0	5	-1
CC(=O)O[C@@H]1[C@H](OC(=O)CC(C)C)c2c(ccc3ccc(=O)oc23)OC1(C)C	-40	0	97	-2	-18	4	-3.9	-4	0
O=C1CN(C(=O)CSc2nc(-c3ccccc3)cs2)c2ccccc2N1	1	2	118	-5	1	-2	0.6	6	-3
N#CC1=C(N)N=C(SCc2cccc3ccccc23)C(C(N)=O)C12CCCCC2 (centres undefined)	-7	-1	95	3	-3	2	5.2	11	-4
C=CCc1cc(OC)ccc1OCCCCn1cncn1	6	10	83	2	4	-2	-0.4	-1	-2
Nc1scc(-c2ccncc2)c1Cl	-1	-10	84	3	-7	-3	4.0	-11	-2
COc1cccc(Oc2cnc(N)nc2-c2ccc(OC)cc2O)c1	1	-7	130	-5	4	-3	-0.6	14	-2
CC(O)[C@H]1CNC(=O)C(=O)N1CC(C)(C)C (some centres undefined)	4	4	94	-3	12	0	0.5	0	-3
CC1=C(c2ccccc2)CCC1=O	0	-4	99	-4	4	3	1.3	-2	4
Cc1cccc2sc(NC(=O)c3cccc(S(=O)(=O)N4CCc5ccccc54)c3)nc12	17	-16	103	3	5	3	2.6	-7	-1
Cc1nc(SCC(=O)NC2CCCCC2)[nH]c(=O)c1C	-8	-10	106	1	-5	-3	-0.6	-1	2
COc1ccccc1N1CCN(CC(=O)Nc2nc(C)c(C(=O)N(C)C)s2)CC1	-13	2	110	-5	-5	-2	2.8	6	4
